SMN2 splice enh = qHTS Assay for Enhancers of SMN2 Splice Variant Expression; HEK293 SMN2-luciferase splicing reporter, luminescence, 30-36 h; Potency, µM (highest dose often 46.1 µM), for the others: at the highest dose activity change, positive = activation, usual class: activators; hit rate 2.8% among 210,000; AID 1458, 2008; also: % of control where 0% means no effect; nearly all actives have a fitted effect of over 55% in size
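HEK293 cells carry an SMN2 […]–luciferase reporter in which exon 7 inclusion puts luciferase in frame. Cells were plated 10-12 h before compound addition, then incubated 30-36 h at 37C. ONE-Glo luminescence was read; sodium butyrate at 4.5 mM final served as control.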
TRb SRC2 PPI = qHTS for Inhibitors of the Interaction of Thyroid Hormone Receptor and Steroid Receptor Coregulator 2; Thyroid hormone receptor beta (Homo sapiens), P10828; TRbeta-SRC2 peptide binding, fluorescence polarization; receptor liganded with 1 µM T3; Potency, µM (titrated, usually from 106 µM), without a hit: at the highest dose activity change, negative = inhibition, usual class: inhibitors; hit rate 0.065% among 280,000; AID 1469, 2008;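 also: plate controls were bound peptide for no effect and peptide without receptor for full effect; nearly all actives have a fitted effect of over 50% in size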
Target sequence (P10828 whole entry, looked up): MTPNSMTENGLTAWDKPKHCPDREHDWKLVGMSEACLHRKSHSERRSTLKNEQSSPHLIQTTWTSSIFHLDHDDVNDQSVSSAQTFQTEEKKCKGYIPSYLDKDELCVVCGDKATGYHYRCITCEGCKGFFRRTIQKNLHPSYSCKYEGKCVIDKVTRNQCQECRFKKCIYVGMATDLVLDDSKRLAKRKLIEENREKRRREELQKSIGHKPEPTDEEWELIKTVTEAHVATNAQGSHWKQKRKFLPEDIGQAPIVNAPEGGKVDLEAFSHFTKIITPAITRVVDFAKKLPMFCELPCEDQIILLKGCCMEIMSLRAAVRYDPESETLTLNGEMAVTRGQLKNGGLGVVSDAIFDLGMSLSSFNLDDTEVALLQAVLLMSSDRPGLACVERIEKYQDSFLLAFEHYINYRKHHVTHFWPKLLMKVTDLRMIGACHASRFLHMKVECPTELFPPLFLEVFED
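Fluorescence polarization of 20 nM Texas Red SRC2 peptide with 0.6 uM human TRb ligand-binding domain, in Tris buffer with 1uM T3 and 5% DMSO. Incubated 5 hr ambient; normalized to unbound and bound controls.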
TexasRed fluor = Total Fluorescence Counterscreen for Inhibitors of the Interaction of Thyroid Hormone Receptor and Steroid Receptor Coregulator 2; TRb/SRC2 Texas Red total fluorescence interference; Potency, µM (highest dose often 106 µM), inactives show at the top dose fluorescence change, negative = quenching; hit rate 0.29% among 280,000; AID 1479, 2009; active = well fitted curve in either direction with a large enough effect; inconclusive = small, poorly fitted or top-dose-only effect; also: % is scaled to controls: 0 for no effect and ±100 for the full control effect
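Flags fluorescent or light-absorbing compounds by total fluorescence, S + 2P, at 555 nm excitation and 632 nm emission. Mixture: 20 nM Texas Red SRC2 peptide, 0.6 uM human TRb LBD, 1 uM T3, 5% DMSO; compound exposure 5 h at ambient temperature.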
* marks the source's active call; other numbers are inactive results; ? = inconclusive; [ ] = remark or other dose. Unless noted, calls follow the shape of the dose curve; as a rule, active = well fitted curve in the direction sought with a large enough effect; inconclusive = small, poorly fitted or top-dose-only effect, or another doubt; inactive = no such curve, though single readings can be large; an effect the other way counts as inactive or inconclusive. Potency is read from the fitted curve at half-maximal effect. A portion of the library (hit frequency here may not be typical).

Compound | SMN2 splice enh | TRb SRC2 PPI | TexasRed fluor
N#CC1=C2SCN(C3CCCCC3)CN2C(=O)CC1c1c(F)cccc1Cl (stereo unspecified) | 0% | 0% | 0%
CCOc1ccccc1NC(=O)C1CCN(S(=O)(=O)c2ccccc2)CC1 | -12% | -3% | -2%
COCCNC(=O)c1ccc2c(c1)N=C(C)c1cc(C)ccc1S2 | -15% | -5% | -1%
COc1ccc(NC(=O)c2c(C)oc3ccc(O)c(CN4CCCC4)c23)cc1Cl | -1% | 0% | -7%
Cc1cccc(NC(=O)CSc2ncc(-c3ccc(Br)cc3)[nH]2)c1 | -62%[inhibitor] | 6% | 0%
Cc1ccc(CCNC(=O)C(CC(C)C)NS(=O)(=O)c2ccc3c(c2)oc(=O)n3C)cc1 (stereo unspecified) | ? | -8% | -1%
CCCN(C(=O)c1cn(C)c(=O)c2ccccc12)c1ccccc1C | 9% | 3% | -2%
CCCOc1ccccc1C(=O)N1CCCCC1CCN1CCCCC1 (stereo unspecified) | -6% | 1% | 1%
COc1cccc(-c2nc(S(=O)(=O)c3ccc(Cl)cc3)c(NCc3ccccc3)o2)c1 | -1% | -4%[1.83 µM] | -99%[1.83 µM]
COc1ccc(-n2cc(-c3ccccc3)c3c(SC(C)C(C)=O)ncnc32)cc1 (stereo unspecified) | -6% | 8% | -2%
COc1cccc(CN(C(=O)c2oc3ccccc3c2C)C2CCS(=O)(=O)C2)c1 (stereo unspecified) | -4% | -8% | 5%
O=C(Nc1c(C(=O)c2ccccc2)oc2ccccc12)c1cc(=O)c2ccccc2o1 | 4% | 7% | 8%
CCc1ccc(OCC(=O)NC(Cc2c[nH]c3ccccc23)C(=O)O)cc1 (stereo unspecified) | -6% | 8% | 0%
CSc1ccc(C2c3c(oc4cc(C)cc(C)c4c3=O)C(=O)N2Cc2ccco2)cc1 (stereo unspecified) | -8% | 3% | 1%
CCOc1cccc2c1N[C@@H](c1ccc(C(=O)O)cc1)[C@H]1CC=C[C@@H]21 | -3% | 15% | -18%
Cc1ccccc1C(=O)NC1(C(F)(F)F)N=C(c2ccccc2)N(C2CCCCC2)C1=O (stereo unspecified) | 0% | -3% | 1%
CCc1ccc2c(c1)NC(c1cccnc1)=NC(c1ccc(C(C)(C)C)cc1)=N2 | 2% | 7% | -1%
CCN(CC)CCCNC(=O)c1ccc2c(=O)n(CCc3ccccc3)c(=O)[nH]c2c1 | 5% | 0% | -1%
O=C1CC(c2ccc(F)cc2)c2c(c3ccccc3[nH]c2=O)O1 (stereo unspecified) | -13% | -4% | 3%
Cc1ccc(NS(=O)(=O)c2ccc3nc(-c4ccccc4)[nH]c3c2)cc1Cl | -44%[inhibitor] | 5% | -1%
O=S(=O)(c1ccc(C2CCCCC2)cc1)N1CCN(c2cc(Cl)ccc2Cl)CC1 | 5% | -1% | -16%
COc1ccccc1CNC(=O)CSc1nc2nc(C)c(Cc3ccccc3Cl)c(C)n2n1 | -5% | 2% | 0%
COc1cccc(C(=O)N(Cc2sccc2C)C2CCS(=O)(=O)C2)c1 (stereo unspecified) | 11% | -3% | -4%
Cc1cccc(OCC(=O)N(Cc2cccc(Cl)c2)Cc2ccco2)c1C | -29% | -6% | -3%
COc1ccc(NC(=O)c2sc3nc(C)c(C(=O)Nc4ccc(C)cc4C)c(-c4ccc(Cl)cc4)c3c2N)cc1 | -3% | -1% | -1%
Cc1ccc(C)c(CN2C(=O)c3ccccc3S(=O)c3ccc(C(=O)N4CCN(c5ccccc5F)CC4)cc32)c1 (stereo unspecified) | 0.63µM* | -4% | -2%
O=C(Nc1ccc(F)c(Cl)c1)C1CCN(c2ncccn2)CC1 | -1% | -4% | 0%
COC(=O)Cc1c(C)nc2nc(NCc3ccc(Br)cc3)[nH]n2c1=O | 5% | -11% | -20%
Cc1ccc(Cn2c(=O)c3cccnc3n(Cc3ccc(C)cc3)c2=O)cc1 | 4% | 3% | -20%
CCOc1ccc(NC(=O)Cn2cc(C(=O)c3ccc(C)c(C)c3)c(=O)c3cc(F)ccc32)cc1 | -12% | 4% | 0%
COc1ccc(C)cc1NS(=O)(=O)c1ccc2[nH]c(=O)c(=O)[nH]c2c1 | -2% | 1% | ?
CCOc1ccc(NC(=O)C2CC(=O)NC(=Nc3ccc(Cl)c(Cl)c3)S2)cc1 (stereo unspecified) | 0% | 2% | -4%
Cc1ccccc1-c1nc(NC(=O)CSc2ncnc3sc4c(c23)CCCC4)ns1 | -6% | -5% | 1%
COc1cc(OC)cc(-n2c(=O)c3sccc3n(Cc3cc(=O)n4c(C)cccc4n3)c2=O)c1 | -1% | 14% | -16%
COc1cccc(CNC(=O)c2nn(-c3ccccc3Cl)nc2CO)c1 | -14% | 3% | -2%
COC(=O)c1ccccc1NC(=O)c1ccc2c(Cl)c3c(nc2c1)CCCC3 | -1% | 8% | -8%
COC(=O)c1c(NC(=O)c2ccc(OC)cc2OC)sc2c1CCCCC2 | 9% | -3% | 1%
CC(=O)c1c(C)oc2ccc(N(C(=O)Oc3ccccc3)S(=O)(=O)c3ccccc3)cc12 | -15% | -4% | -2%
COc1ccc(C(=O)Nc2ccc3nc(N4CCC(C)CC4)cc(C)c3c2)cc1 | 0% | 8% | -2%
COC(=O)c1c(NC(=O)CCCOc2cccc(C)c2)sc2c1C(C(=O)OC)CC2 (stereo unspecified) | -27% | -3% | ?

Further compounds follow:
structure,SMN2 splice enh,TRb SRC2 PPI,TexasRed fluor
Cc1ccc2nc(-c3cc(NC(=O)COc4ccc(C)c(C)c4)ccc3Cl)oc2c1,6%,1%,?
COc1ccccc1NC(=O)CSc1oc(-c2ccco2)nc1S(=O)(=O)c1ccc(C)cc1,5%,-3%,-1%
Cc1ccc(C(=O)c2cn(Cc3cccc(Cl)c3)c3nc(C)ccc3c2=O)cc1,0%,3%,-16%
COc1ccc(/C=C(\C#N)c2nc(-c3ccc(Cl)c(Cl)c3)cs2)cc1OC,-12%,-6%,?
Cc1ccc(NC(=O)CSc2nc(-c3cccs3)cc(C(F)(F)F)n2)cc1C,-24%,-5%[11.2 µM],4%[11.2 µM]
CCOc1ccccc1C(=O)Nc1ccc(S(=O)(=O)Nc2onc(C)c2C)cc1,-12%,-3%,4%
CCOc1ccc(-c2cc(CCCC(=O)NCCc3ccc(OCC)c(OCC)c3)no2)cc1,20%,-1%,-2%
COc1cccc(CNC(=O)c2cc3c(s2)-c2c(C)cccc2OC3)c1,-29%,9%,-15%
CCOC(=O)c1ccccc1NC(=O)Nc1cc2c(cc1N1CCCCC1)n(C)c(=O)n2C,3%,-6%,0%
O=C(Cn1c(=O)n(CCCS(=O)(=O)C2CCCCC2)c(=O)c2ccccc21)Nc1ccccc1F,-12%,0%,0%
O=C(C1CCC(CNS(=O)(=O)c2ccc(Br)s2)CC1)N1CCN(c2ccccc2Cl)CC1 (stereo unspecified),-11%,-1%,1%
Cc1ccc(Cn2c(C)c3cnn(CC(=O)O)c(=O)c3c2C)cc1,-4%,2%,-2%
CCN1CCc2nc3sc(C(=O)Nc4ccccc4OC(F)(F)F)c(N)c3cc2C1,-23%,-5%,4%
CCCSc1ncc(Cl)c(C(=O)Nc2sc3c(c2C(=O)OC)CCCC3)n1,2%,-2%,-7%
O=C(Nc1ccc(F)cc1F)c1ccc(-c2ccccc2)s1,22%,12%,0%
O=c1cc(-c2ccccc2)nc(SCc2nc(-c3ccc(C(F)(F)F)cc3)no2)[nH]1,6%,-8%,6%
COc1ccc(NC(=O)c2sc3nc4c(cc3c2N)CN(Cc2ccccc2)CC4)c(OC)c1,-13%,3%,-6%
CCC(C(=O)Nc1cc(Cl)ccc1OC)n1nc(-c2ccccc2)ccc1=O (stereo unspecified),0%,-4%,-2%
CCOc1ccc(-c2nc(SCC(=O)c3ccccc3)n[nH]2)cc1,?,-1%,-4%
COc1ccc(C(=O)Nc2c(C(=O)c3ccc(F)cc3)oc3ccccc23)cc1,1%,4%,5%

Sorted by SMILES length (highest first): 13 of the compounds above
structure,SMN2 splice enh,TRb SRC2 PPI,TexasRed fluor
O=C(C1CCC(CNS(=O)(=O)c2ccc(Br)s2)CC1)N1CCN(c2ccccc2Cl)CC1 (stereo unspecified),-11%,-1%,1%
O=c1cc(-c2ccccc2)nc(SCc2nc(-c3ccc(C(F)(F)F)cc3)no2)[nH]1,6%,-8%,6%
COc1ccccc1NC(=O)CSc1oc(-c2ccco2)nc1S(=O)(=O)c1ccc(C)cc1,5%,-3%,-1%
CCOC(=O)c1ccccc1NC(=O)Nc1cc2c(cc1N1CCCCC1)n(C)c(=O)n2C,3%,-6%,0%
CCOc1ccc(-c2cc(CCCC(=O)NCCc3ccc(OCC)c(OCC)c3)no2)cc1,20%,-1%,-2%
COc1ccc(/C=C(\C#N)c2nc(-c3ccc(Cl)c(Cl)c3)cs2)cc1OC,-12%,-6%,?
CCN1CCc2nc3sc(C(=O)Nc4ccccc4OC(F)(F)F)c(N)c3cc2C1,-23%,-5%,4%
Cc1ccc(NC(=O)CSc2nc(-c3cccs3)cc(C(F)(F)F)n2)cc1C,-24%,-5%[11.2 µM],4%[11.2 µM]
CCCSc1ncc(Cl)c(C(=O)Nc2sc3c(c2C(=O)OC)CCCC3)n1,2%,-2%,-7%
COc1cccc(CNC(=O)c2cc3c(s2)-c2c(C)cccc2OC3)c1,-29%,9%,-15%
Cc1ccc(Cn2c(C)c3cnn(CC(=O)O)c(=O)c3c2C)cc1,-4%,2%,-2%
CCOc1ccc(-c2nc(SCC(=O)c3ccccc3)n[nH]2)cc1,?,-1%,-4%
O=C(Nc1ccc(F)cc1F)c1ccc(-c2ccccc2)s1,22%,12%,0%

More results
structure,SMN2 splice enh,TRb SRC2 PPI,TexasRed fluor
Cn1c(=O)c2c(c3ccccc31)OC(=O)CC2c1ccc(C(F)(F)F)cc1 (stereo unspecified),-1%,-1%,2%
CCCN1CCN(CCNC(=O)Nc2ccc(OC)cc2OC)CC1,8%,-5%,0%
Cc1cc2oc(=O)c(CC(=O)O)c(C)c2c2occ(-c3ccccc3)c12,21%,-8%,1%
COc1ccc(N(C(=O)c2cccc(C)c2)S(=O)(=O)c2ccc(C)cc2)cc1,-4%,1%,-2%
COc1cc2c(cc1OC)C(COc1ccc3c(C)cc(=O)oc3c1)N(C(=O)c1cccc(OC)c1OC)CC2 (stereo unspecified),5%,3%,-2%
CCCCN(CCCC)CCNC(=O)Cn1nc(CC)n2c(cc3sccc32)c1=O,6%,-7%,2%
CCCCc1ccc(-n2nc3cc(Cl)c(NC(=O)c4ccc(OC)cc4)cc3n2)cc1,-1%,2%,-5%
CCc1cccc2c(-c3ccccc3)nc(SCC(=O)Nc3ccc(OC)cc3)nc12,-5%,4%,-2%
COC(=O)C(NC(=O)CC(C)C)(Nc1nc2c(s1)CCCC2)C(F)(F)F (stereo unspecified),-7%,-25%[53 µM],-81%[53 µM]
CC(C)Cn1c(=O)c2ccccc2n2c(CCC(=O)NC(C)c3ccccc3)nnc12 (stereo unspecified),-12%,-5%,-13%
COc1cc(CNCCSc2nnnn2C)ccc1OCc1ccc(C)cc1,19%,-1%,0%
CCc1nnc(NC(=O)c2cc(=O)c3cc(C)c(C)cc3o2)s1,6%,4%,8%
CCc1ccc(NC(=O)CN2C(=O)c3cccc4cccc2c34)cc1,-10%,1%,5%
COc1ccc(C(=O)Nc2ccc(-c3cc4ccccc4oc3=O)c(C)c2)cc1Br,-1%,-7%,?
Cc1ccc(Cn2c(C)c3cnn(CC(=O)N4CCN(c5cc(C)ccc5C)CC4)c(=O)c3c2C)cc1,-39%[inhibitor],-8%,1%
Cc1nn(C)c(C)c1S(=O)(=O)N(CC(=O)N1CCN(c2ccccc2)CC1)c1ccc(C(C)C)cc1,-1%,-8%,0%

High-throughput results from PubChem BioAssay.
